rCAG binder = binds r(CAG) RNA repeats; inhibition, % at 3 µM; r(CAG) RNA repeat, TO-PRO-1 dye displacement fluorescence; hit rate 1.3% among 370,000;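 active = inhibition above the plate cutoff, the mean of all test compounds on that plate plus 3 SD, cut at about 35% in these data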;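 note: 0% = DMSO alone and 100% = 100 µM mitoxantrone as full dye displacement; higher means more dye released from RNA so lower well fluorescence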
LEDGF integ inh = blocks HIV-1 LEDGF/p75-dependent DNA integration | TR-FRET IN-LEDGF/p75 DNA integration, Eu/Cy5 | inhibition, % at 3.7 µM | hit rate 0.64% among 370,000 | AID 743269;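 active = inhibition above the screen-wide mean plus 3 SD, cut at about 13% in these data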;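 note: signal is the Cy5 over europium emission ratio at 671 and 618 nm; 0% = plate median of compound wells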
PRMT1 inh = PRMT1 (human) inhibition, primary screen; Q99873; recombinant PRMT1, activity-based probe fluorescence polarization; inhibition, % at 2.79 µM; hit rate 1.3% among 370,000;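 active = inhibition above about 21% made by adding two undisclosed values, limit read from the data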
Target sequence (Q99873 whole entry, looked up): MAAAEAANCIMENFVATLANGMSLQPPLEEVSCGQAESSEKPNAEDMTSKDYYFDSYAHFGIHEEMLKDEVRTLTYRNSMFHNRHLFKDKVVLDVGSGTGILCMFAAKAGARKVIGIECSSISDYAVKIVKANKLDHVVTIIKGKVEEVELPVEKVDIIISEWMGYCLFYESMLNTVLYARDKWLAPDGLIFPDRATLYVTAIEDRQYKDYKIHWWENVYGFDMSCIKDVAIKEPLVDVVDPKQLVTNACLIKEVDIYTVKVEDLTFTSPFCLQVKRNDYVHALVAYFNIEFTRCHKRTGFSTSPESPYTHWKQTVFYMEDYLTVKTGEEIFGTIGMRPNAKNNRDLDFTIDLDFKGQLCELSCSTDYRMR
ABHD4 inh = ABHD4 (mouse) inhibition, primary FP screen; hit rate 0.54% among 370,000; inhibition, % at 8.92 µM; purified mABHD4, FP-Rh probe fluorescence polarization; Q8VD66;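 active = inhibition exceeding the mean over every tested compound plus 3 SD, cut at about 30% in these data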;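 note: 0% = plate median of compound wells and 100% = S159A mutant with DMSO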
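Assay system: Wild-type mouse ABHD4 protein | Medium: HEPES pH 7.0 buffer, 150 mM NaCl, 0.01% Pluronic F-127 | Incubation: Enzyme–compound pre-incubation 45 min, then probe 60 min, both 25 °C | Technique: Fluorescence polarization with parallel and perpendicular emission, 525/598 nm | Evaluation: % inhibition of FP-Rh probe binding versus controls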
PG9 Ab binder = binds the HIV-1 gp120 antibody PG9; TR-FRET gp120-PG9 antibody binding; inhibition, % at 6.7 µM; hit rate 0.43% among 360,000; AID 624416; in the data active = inhibition above about 8.5%
SIAE primary = inhibitors of human sialic acid acetylesterase SIAE | AID 1053197 | SIAE FP-Rh probe binding, fluorescence polarization | Q9HAT2 | hit rate 0.69% among 370,000 | inhibition, % at 9.66 µM;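 active = inhibition above a cutoff: mean of compounds within the control limits plus 3 SD of those, cut at about 17% in these data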;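 note: 0% = plate median of compound wells and 100% = probe without SIAE protein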
Target sequence (Q9HAT2 whole entry, looked up): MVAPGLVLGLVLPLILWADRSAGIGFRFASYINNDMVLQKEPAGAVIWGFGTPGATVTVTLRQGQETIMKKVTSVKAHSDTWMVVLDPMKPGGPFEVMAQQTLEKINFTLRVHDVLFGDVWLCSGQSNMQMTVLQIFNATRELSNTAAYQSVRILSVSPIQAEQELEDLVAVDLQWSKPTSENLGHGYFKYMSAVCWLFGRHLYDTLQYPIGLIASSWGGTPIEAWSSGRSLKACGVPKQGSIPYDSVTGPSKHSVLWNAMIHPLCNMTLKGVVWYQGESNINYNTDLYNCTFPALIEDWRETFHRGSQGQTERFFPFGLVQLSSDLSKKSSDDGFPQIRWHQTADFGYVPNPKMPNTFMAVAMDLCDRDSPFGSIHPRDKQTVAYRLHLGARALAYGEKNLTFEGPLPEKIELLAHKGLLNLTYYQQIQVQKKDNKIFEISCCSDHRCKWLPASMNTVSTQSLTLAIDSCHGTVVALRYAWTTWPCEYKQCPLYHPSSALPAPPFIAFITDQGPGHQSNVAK
TDP2 absorb = blocks human TDP2 phosphodiesterase activity; inhibition, % at 12.8 µM; recombinant TDP2, T5PNP hydrolysis, p-nitrophenol absorbance 415 nm; O95551; hit rate 0.34% among 370,000;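 active = inhibition above the mean of all tested compounds plus 3 SD, set per campaign, cut at about 25% in these data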;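 note: 0% = DMSO with enzyme and 100% = buffer with substrate but no TDP2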
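Test system: Human TDP2 enzyme | Reagent: 5 mM T5PNP | Compound dosing: 12.8 µM single point, 1% DMSO | Incubation: Enzyme reaction with compound for 2 h at 37 °C | Technique: p-Nitrophenol epi absorbance | Read-out: % inhibition relative to enzyme-containing and enzyme-free wells | Benchmarks: High control without enzyme, low control DMSO plus TDP2 | Replicates: Singlicate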
TCR CD3 inh = inhibitors of human TCR-CD3 interaction | inhibition, % at 9.4 µM | TAMRA-labeled TCR probe fluorescence, biochemical | hit rate 0.37% among 360,000 | AID 651800; in the data active = inhibition above about 19%;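 note: recombinant mutant TCR 2C K166C tagged with TAMRA read by polarization; 0% = receptor in buffer alone and 100% = receptor with positive control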
Rev-erbA mod = modulators of human Rev-erb alpha DNA binding; activity, % at 10 µM; Rev-erbα–FITC-DNA binding, fluorescence polarization, 90 min; AID 1259318; hit rate 0.79% among 370,000; P20393;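 active = activity above about 14%, limit read from the data; passing the limit was not always enough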;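 note: 0% = DMSO wells with 35 nM protein and 100% = DMSO wells with 750 nM protein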
HTRA1 inh = blocks human HTRA1 serine peptidase. hit rate 0.5% among 340,000. inhibition, % at 5.96 µM. AID 504803. recombinant HTRA1, FP-rhodamine activity-based probe, fluorescence polarization. Q92743; in the data active = inhibition above about 36%;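 note: 0% = enzyme with DMSO and 100% = wells lacking enzyme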
* = called active by the depositor; . = not tested or not shown. These rows are one share of the data (hit frequency here may not be typical).

SMILES	rCAG binder	LEDGF integ inh	PRMT1 inh	ABHD4 inh	PG9 Ab binder	SIAE primary	TDP2 absorb	TCR CD3 inh	Rev-erbA mod	HTRA1 inh
COC(=O)[C@]12C[C@H](CC(=O)N3CCN(C(=O)c4ccco4)CC3)C(=O)N(Cc3ccc(Cl)cc3Cl)C1=C[C@H](C1CCCC1)O[C@@H]2C	9	-1	3	-5	.	-5	-1	.	-7	.
Cc1cccc(Cn2cc(COC(=O)N(C)Cc3ccccc3)nn2)c1	-1	-3	4	-3	.	0	3	.	-3	.
Nc1nc(N)nc(-c2cc([N+](=O)[O-])ccc2O)n1	-2	1	-2	10	-0.2	-22	4	4	-6	-6
O=C(Nc1cccc(F)c1)c1cc(S(=O)(=O)NCCC2=CCCCC2)ccc1F	4	-1	5	-59	-1.2	-14	-13	1	-2	-74
CC(C)NC(=O)CSc1nc(N)c(NC(=O)c2ccccc2F)c(=O)[nH]1	-1	-2	3	4	-1.1	-3	11	-1	1	3
NC(=O)C1CCN(C(=O)c2ccc(NC3=NC4CS(=O)(=O)CC4S3)cc2)CC1 (configuration not stated)	0	0	-3	-4	0.2	-5	6	-1	-1	0
O=C(CSc1nnc(CNc2ccc(Cl)cc2)n1Cc1ccccc1)NCc1ccco1	-6	0	0	4	2.3	1	-3	2	2	-14
COc1ccc(C(C(=O)NCc2ccccc2)N(Cc2cccs2)C(=O)c2cnccn2)cc1 (configuration not stated)	-10	2	-2	2	-1.4	1	0	4	0	-4
CCCCCCCC(=O)N/N=C/c1ccco1	-4	3	-1	-7	-0.8	4	4	-1	0	-7
COc1cc(OC)c(C(=O)/C=C/c2ccccc2)c(O)c1O	14	-3	7	3	0.3	8	0	-1	-6	5
Clc1ccc(OCc2nn3c(-c4ccncc4)nnc3s2)cc1	-3	1	0	-2	-0.5	-1	4	5	0	-8
COc1ccc(N2CCN(CC(=O)N3CCC(C)CC3)CC2)cc1	-7	-7	4	-1	-1.5	4	-14	5	5	0
O=C(Nc1ccsc1C(=O)O)c1ccc(Cl)cc1	5	2	0	-8	-1.5	-5	-4	-1	-3	-9
COc1cc(/C=N/NC(=O)c2ccc(F)cc2)ccc1OC(=O)c1ccco1	0	-5	1	-2	-0.3	-8	0	-1	5	4
COc1ccc2[nH]c(=O)c(CN(Cc3ccco3)C(=O)c3ccccc3)cc2c1	3	2	15	6	1.4	4	6	-2	0	-2
N/C(=N\OC(=O)/C=C/c1ccccc1Cl)c1cccnc1	0	2	-2	-7	-2.4	1	-8	-1	3	.
O=C1C2=C(Nc3ccccc3SC2c2ccco2)c2ccccc21 (configuration not stated)	12	-1	13	28	0.8	10	5	2	2	25
Cc1cccc(N2CC(C(=O)Nc3cccc(S(=O)(=O)N4CCCCC4)c3)CC2=O)c1C (configuration not stated)	4	0	-2	1	-0.6	1	-15	0	-2	-13
O=[N+]([O-])c1ccc(-c2c(O)c3ccccc3c3nc4ccccc4nc23)cc1	7	3	-3	-5	-4.0	-5	-12	4	-4	5
COc1ccc(NC(=O)c2cnc(C)cn2)cc1-n1cnnn1	-3	2	-2	-2	-1.8	-2	8	-2	0	-5
O=[N+]([O-])c1ccc(-c2ncc(-c3ccc(Br)cc3)o2)cc1	0	-6	-1	3	-1.1	-5	-13	9	-6	10
O=C(Nc1ncc(Cc2ccc(C(F)(F)F)cc2)s1)c1ccc(-c2cccc([N+](=O)[O-])c2)o1	5	2	-1	6	-1.8	-12	3	8	2	3
O=C(O)C(c1ccccc1)N1C(=O)/C(=C\c2ccc(-c3ccccc3Cl)o2)SC1=S (configuration not stated)	45*	6	19	19	-1.5	1	-11	9	-11	-4
CC(=O)N1CCCc2ccc(NS(=O)(=O)c3ccc(C)cc3)cc21	2	-2	1	-4	0.7	7	-16	-3	2	0
C=CCS/C(=N\n1cnc2ccccc2c1=O)N(CC)CC	-4	-2	-3	-8	0.9	-1	1	-3	-4	5
NS(=O)(=O)c1ccc(CCNC(=O)NC2(C(F)(F)F)Oc3ccccc3O2)cc1	0	0	1	12	-1.6	2	2	1	1	2
COC(=O)CC1COc2ccccc2N1C(=O)c1ccc(Cl)cc1 (configuration not stated)	-6	2	-1	4	-2.5	-1	5	3	4	3
COc1ccc2c(CC(=O)NC(Cc3ccc(Cl)cc3)C(=O)O)cc(=O)oc2c1C (configuration not stated)	23	-5	1	1	0.0	-1	7	3	2	-2
Cc1ccc(NC(=O)CNC(=O)c2cccc(Cl)c2)nc1	-1	0	-4	-6	-2.3	-3	-8	5	4	-3
O=C(C1CC(=O)N(c2ccc(Br)cc2)C1)N1CCCC1 (configuration not stated)	-4	0	1	-1	-1.4	0	10	11	-1	12

4 structures from above, ordered by molar mass, rising:
SMILES	rCAG binder	LEDGF integ inh	PRMT1 inh	ABHD4 inh	PG9 Ab binder	SIAE primary	TDP2 absorb	TCR CD3 inh	Rev-erbA mod	HTRA1 inh
N/C(=N\OC(=O)/C=C/c1ccccc1Cl)c1cccnc1	0	2	-2	-7	-2.4	1	-8	-1	3	.
COc1ccc(NC(=O)c2cnc(C)cn2)cc1-n1cnnn1	-3	2	-2	-2	-1.8	-2	8	-2	0	-5
CC(=O)N1CCCc2ccc(NS(=O)(=O)c3ccc(C)cc3)cc21	2	-2	1	-4	0.7	7	-16	-3	2	0
O=C(O)C(c1ccccc1)N1C(=O)/C(=C\c2ccc(-c3ccccc3Cl)o2)SC1=S (configuration not stated)	45*	6	19	19	-1.5	1	-11	9	-11	-4

Profiles from above. Values in the order: rCAG binder	LEDGF integ inh	PRMT1 inh	ABHD4 inh	PG9 Ab binder	SIAE primary	TDP2 absorb	TCR CD3 inh	Rev-erbA mod	HTRA1 inh
COC(=O)CC1COc2ccccc2N1C(=O)c1ccc(Cl)cc1 (configuration not stated) in the list: -6	2	-1	4	-2.5	-1	5	3	4	3
COc1ccc(NC(=O)c2cnc(C)cn2)cc1-n1cnnn1 in the list: -3	2	-2	-2	-1.8	-2	8	-2	0	-5

Remaining list, next part
SMILES	rCAG binder	LEDGF integ inh	PRMT1 inh	ABHD4 inh	PG9 Ab binder	SIAE primary	TDP2 absorb	TCR CD3 inh	Rev-erbA mod	HTRA1 inh
O=C(CSc1nnc(CNC(=O)c2ccccc2)o1)Nc1ccc2c(c1)OCO2	2	6	-3	-4	-1.0	0	-15	-9	-2	3
O=C(Nc1ccc(C(=O)N2CCN(c3ccc(Cl)cc3)CC2)cc1)C1=CSCCO1	2	-1	0	-3	-2.4	-6	-20	2	-5	-3
CC1(C)CC(=O)C([N+](=O)[O-])=C(NCCCC(=O)O)C1	-1	2	3	-8	1.4	-4	-4	-3	2	8
O=C(NCc1ccccc1)c1cc(-c2ccco2)on1	3	16*	1	1	0.0	8	-3	5	-4	1
CC(C)Cc1nc2oc3c(NCCCN4CCOCC4)ncnc3c2c2c1CCC2	-6	-2	-2	-1	3.0	-1	-6	-5	0	1
O=C(O)Cc1ccc(NC(=O)c2ccc3c(c2)C(=O)N(CC2CCCO2)C3=O)cc1 (configuration not stated)	1	1	-2	4	-1.3	12	0	4	0	5
O=c1oc2cc(Br)ccc2n1Cc1ccccc1	-1	-2	0	-1	-1.3	-5	-2	0	2	-17
CCCCSc1nnc(CNC(=O)C23CC4CC(CC(C4)C2)C3)n1Cc1ccccc1	-7	2	-3	6	-0.1	-6	-3	10	4	-27
COc1ccc2c(c1)C(C)(Cc1ccc(C(=O)c3ccccc3)cc1)C(=O)N2 (configuration not stated)	5	0	0	1	-1.1	4	-2	3	1	.
C#CCOCCOCCOCCNc1nc(N2CCN(C(=O)C([C@@H](C)CC)n3cc(C(N)Cc4ccc(O)cc4)nn3)CC2)nc(N2CCN(C(=O)[C@H](CCC(=O)O)n3cc(C(N)[C@H](C)CC)nn3)CC2)n1 (some centres not stated)	1	2	0	0	-1.0	-2	2	3	-4	1
CCOC(=O)N1CCN(CCC(=O)c2ccc(Cl)cc2)CC1	1	-5	1	0	-1.9	-1	-4	7	-4	7
CC(C)Cn1c(NCCO)nc2ccccc21	2	1	2	-3	0.5	4	11	10	2	-2
O=C(CSc1nc2ncc(Cl)cc2[nH]1)c1ccc2c(c1)OCO2	1	5	-1	-1	1.8	-36	-13	0	8	.
CCc1ccc(NC(=O)Cn2nc(C(F)(F)F)c3c2CCC3)cc1	-2	-2	-3	1	-1.0	-6	-5	2	5	-13
Cc1ccc(C(O)c2ncc(-c3ccc4ccccc4c3)[nH]2)c(C)c1 (configuration not stated)	6	-4	-4	-6	0.3	2	1	1	0	.
CC1CCCC(C)N1C(=O)COC(=O)c1ccc(F)c(S(=O)(=O)N2CCOCC2)c1 (configuration not stated)	-3	-1	0	3	-2.3	3	4	10	1	3
CNC(=O)c1ccc(Nc2nnc(C)c3ccccc23)cc1	0	0	-5	7	-0.2	8	12	-1	-6	0
O=S(=O)(NCC(c1ccco1)N1CCc2ccccc21)c1ccccc1 (configuration not stated)	1	-2	1	-8	-0.3	6	14	5	1	-4
CCc1cc(=O)oc2cc(OCC(=O)N3CCC[C@H]3C(=O)O)ccc12	2	6	-6	1	0.1	1	-1	2	-1	2
COc1ccc(CC2(CO)CCN(Cc3cccc(OC)c3OC)CC2)cc1	-10	0	4	-7	0.2	-10	-2	-6	-6	4
CC(=O)c1cccc(NC(=O)CCNC(=O)c2cccc(C)c2)c1	-2	5	1	-8	-1.3	-3	-2	-4	-6	-1
CN(C)c1nc(NCc2ccccc2)nc(N/N=C/c2ccc(Br)cc2)n1	1	4	1	7	-0.8	0	-3	-3	3	-3
Oc1ccc(/C=N/Nc2cc(N3CCCC3)nc(N3CCCC3)n2)cc1O	40*	33*	5	35*	-0.6	22*	-4	33*	-6	58*
O=C(c1ccc(N2CCCC2=O)cc1)N1CCN(c2cccc(C(F)(F)F)c2)CC1	-7	-2	2	3	3.4	11	-10	-10	0	-6
O=C(CSc1nnc(SCc2ccccc2)s1)N/N=C/C=C\c1ccco1	25	1	5	4	-1.9	2	1	5	-8	-6
CC(C)Nc1nnc(SC(C)C(=O)NCc2ccc3c(c2)OCO3)s1 (configuration not stated)	-2	-1	-4	4	-0.3	3	-4	2	-3	-3
CCCNC(=O)C12CCC(C)(C(=O)C1Br)C2(C)C (configuration not stated)	-3	-1	-2	8	-1.2	-5	-17	1	5	1
C[C@H](CO)N1C[C@H](C)[C@@H](CN(C)S(=O)(=O)c2ccccc2)Oc2ccc(NC(=O)Nc3ccc(C(F)(F)F)cc3)cc2C1=O	12	5	-3	-87	0.1	-177	-2	28*	12	-118
CCCCCCOc1ccc(NC(=O)CC2C(=O)N(CC)C(=S)N2Cc2ccco2)cc1 (configuration not stated)	6	-1	4	-37	-1.7	9	3	3	2	-25
O=C(NCc1cccnc1)c1nnc(Cc2ccc(F)cc2)o1	1	4	-2	2	-0.4	-2	-3	6	2	6
COCCNC(=O)CSc1ccc(-c2nc3ccccc3[nH]2)cn1	1	2	-5	1	-1.1	2	-3	7	6	17
COc1ccc(-n2ncc3c2CC(C)(C)CC3NC(=O)CCc2c(C)noc2C)cc1 (configuration not stated)	-8	1	-4	-4	2.4	-8	-15	-2	-2	2
O=C(/C=C/c1ccccc1Cl)OCC(=O)N1CCCC1	2	0	1	-4	0.9	-3	12	10	-6	3
